TLR4 MyD88 comp = blocks binding of human TLR4 to MyD88 | O00206+Q99836 | HeLa CL3-4 TLR4/MyD88 BLA complementation, FRET ratio | inhibition, % at 8.4 µM | 200,000 tested, 0.18% active; in the data active = inhibition above about 25%;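 note: 0% = vehicle and 100% = reference inhibitor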
FLuc inh counter = counter-screen for luciferase assay inhibitors: firefly luciferase inhibition | ATPLite firefly luciferase biochemical luminescence, 10 min | 200,000 tested, 1.5% active | inhibition, % at 10 µM | AID 1006 | P08659;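 active = inhibition above about 50% when tested at 10 µM, limit read from the data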
Target sequence (P08659 whole entry, looked up): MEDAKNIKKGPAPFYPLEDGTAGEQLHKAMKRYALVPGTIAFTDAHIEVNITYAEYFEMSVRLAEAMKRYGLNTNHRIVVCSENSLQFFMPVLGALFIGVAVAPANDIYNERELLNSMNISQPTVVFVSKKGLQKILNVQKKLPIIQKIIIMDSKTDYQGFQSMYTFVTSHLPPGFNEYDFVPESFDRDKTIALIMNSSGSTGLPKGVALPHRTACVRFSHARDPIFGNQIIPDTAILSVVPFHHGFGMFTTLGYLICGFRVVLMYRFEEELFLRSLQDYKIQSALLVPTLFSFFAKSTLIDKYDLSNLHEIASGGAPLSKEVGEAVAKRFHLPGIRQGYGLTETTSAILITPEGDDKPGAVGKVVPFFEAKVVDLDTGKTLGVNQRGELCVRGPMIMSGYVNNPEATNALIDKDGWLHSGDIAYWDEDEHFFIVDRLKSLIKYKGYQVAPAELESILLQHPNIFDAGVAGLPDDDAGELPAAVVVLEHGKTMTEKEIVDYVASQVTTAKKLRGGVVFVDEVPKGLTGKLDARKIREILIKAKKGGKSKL
FLuc act counter = firefly luciferase counter-screen for stimulation assays. activation factor at 10 µM. ATPlite luciferase biochemical, luminescence, 10 min; 0 = ATP-free wells, 1 = DMSO control. AID 1027. P08659. 200,000 tested, under 10 active;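 active = luciferase activation factor, scaled between plate controls, of at least 2 with compound at 10 µM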
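Assay system: Luciferase/luciferin detection reagent, cell-free biochemical luciferase assay / Also added: ATP substrate / Schedule: 10 min at ambient temperature / Measured by: luminescence measurement of luciferase light output / Benchmarks: low control with PBS replacing ATP, high control enzyme plus ATP without compound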
Diaph act CS = activates diaphorase or chemically reduces, flagging diaphorase assay artifacts; Diaphorase/resazurin coupled assay, resorufin fluorescence, 16 min; active compounds read high; 1 = vehicle wells, 0 = NADH-free wells; activation factor at 20 µM; 190,000 tested, 0.005% active; AID 1229;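 active = diaphorase activity raised at least twofold by the compound at 20 µM; inactive = activation factor below 2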
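Material: purified diaphorase enzyme from Clostridium kluyveri / Medium: HEPES pH 7.4 buffer with MgCl2 and Tween 20 / Schedule: enzyme reaction of 16 min at room temperature / Measured by: resorufin fluorescence, excitation 544 nm, emission 590 nm / Evaluation: rise in resorufin formation, marking diaphorase activation or chemical reduction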
NF-kB neuron act = compounds increasing NF-kB expression in human neuronal cells; AID 1239; fold change at 12.5 µM; NF-kB reporter expression; active compounds read high; 190,000 tested, 1.6% active; in the data active = fold change above about 3.3
Diaphorase inh = inhibits diaphorase or chemically oxidizes, flagging diaphorase assay artifacts; diaphorase resazurin-to-resorufin fluorescence, NADH, 16 min; bacterial (C. kluyveri) enzyme, not human; inhibition, % at 20 µM; 190,000 tested, 0.69% active;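 active = primary screen inhibition at 20 µM above a set limit, cut at about 50% in these data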;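 note: plate controls were DMSO with full reaction for no effect and wells lacking NADH for full effect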
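System: Diaphorase enzyme from Clostridium kluyveri | Amount: Enzyme working solution with 0.14 U/mL diaphorase | Benchmarks: No-NADH positive control and DMSO neutral control | Signal: Fluorescence of resorufin formed from resazurin, Ex 544/Em 590 nm | Schedule: 16-min room-temperature incubation before reading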
G6PDH counter = L. mesenteroides G6PDH inhibition counter-screen; Purified L. mesenteroides G6PDH, diaphorase/resazurin coupled fluorescence, 45 min; inhibition, % at 5 µM; 200,000 tested, 0.12% active; AID 1020; in the data active = inhibition above about 50%
APP 5UTR inh = APP translation inhibition; SH-SY5Y APP 5'UTR-luciferase reporter, luminescence; inhibition, % at 2 µM; 190,000 tested, 0.82% active;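 active = inhibition above a set limit, derived from the sample mean plus 3 SD, cut at about 45% in these data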; note: values of inactives mirror those of a sister screen read the other way
APP 5'UTR act = activates APP 5'UTR luciferase reporter. AID 1276. 190,000 tested, 1% active. SH-SY5Y APP 5'UTR luciferase reporter, luminescence; zero percent = DMSO vehicle wells. activation, % at 2 µM;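 active = activation above a set limit, based on mean plus 3 SD of controls, cut at about 140% in these data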; note: values of inactives mirror those of a sister screen read the other way
STAT1 activator = STAT1 signaling activation; NIH 3T3 STAT1-luciferase reporter, IFN-gamma, luminescence; 100% = IFN-gamma alone, no compound; activation (% of control), % at 5.5 µM; 200,000 tested, 2.6% active; AID 932;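 active = activation above the screen-wide mean activation plus 3 SD, cut at about 130% in these data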;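 note: raw ratio to IFN-gamma control signal so 100% means no change and 0% no light; values of inactives mirror those of a sister screen read the other way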
An asterisk follows results filed as active; . = not tested or not shown.

SMILES	TLR4 MyD88 comp	FLuc inh counter	FLuc act counter	Diaph act CS	NF-kB neuron act	Diaphorase inh	G6PDH counter	APP 5UTR inh	APP 5'UTR act	STAT1 activator
COc1cc(NCCCCCCCN)c2ncccc2c1	4	5	1	0.8	0.94	17	53*	-8	8	106
CCN(CC(=O)Nc1cccc(OC)c1)CC(=O)Nc1ccc(C)cc1Cl	9	-6	1.1	0.8	1.1	20	2	-20	20	99
CC1(C)Cc2c(sc3nc(N/N=C/c4ccccc4)[nH]c(=O)c23)CO1	-11	10	0.9	1.1	1.1	-10	-22	5	-5	102
CCOc1ccc(C(CC(=O)O)NC(=O)C(Sc2ccccc2)c2ccccc2)cc1 (stereo unspecified)	-4	-1	1	0.9	1.7	7	3	-18	18	99
O=C(Nc1ccc2c(c1)OCCO2)C1CCN(C(=O)c2ccc(Br)cc2)CC1	-9	-9	1.1	1.1	1.6	-8	9	-9	9	114
COc1ccc(OC)c(NC(=O)C2C(C(=O)O)C3(Cl)C(Cl)=C(Cl)C2(Cl)C3(Cl)Cl)c1 (stereo unspecified)	-8	-6	1.1	0.7	1.4	26	11	1	-1	96
Cc1c(NC(=O)CN2C(=O)NC3(CCCC3)C2=O)c(=O)n(-c2ccccc2)n1C	0	-4	1	1	1	3	9	9	-9	100
CCN(CC)S(=O)(=O)c1ccc(C)c(NC(=O)CN(C)C)c1	3	-5	1	0.8	1.4	19	-12	-15	15	96
Brc1ccc(C2=Nn3c(nnc3-c3cccnc3)SC2)s1	4	-1	1	0.9	1.3	11	0	.	.	104
O=C(C1CCN(S(=O)(=O)N2CCOCC2)CC1)N1CCN(Cc2ccc3c(c2)OCO3)CC1	-12	-7	1.1	0.9	1.4	11	7	-8	8	100
CC(=O)CSc1nc2cc3c(cc2cc1C#N)OCCO3	15	30	0.7	0.9	5.7*	13	6	-101	101	86
Cc1ccc(C(=O)Nc2c3c(nn2C(C)(C)C)CS(=O)(=O)C3)cc1C	-3	-6	1.1	0.8	0.96	25	-14	-8	8	95
CCOc1ccc2nc(C)cc(Nc3ccc4c(c3)OCCO4)c2c1	-6	0	1	1.1	1	-12	15	2	-2	93
C/C(=C\C(=O)c1ccc(F)cc1)Nc1ccc(N2CCOCC2)cc1	-4	-4	1	0.8	0.81	18	-18	8	-8	102
CC1CCN(C(=O)CCc2ccc(S(=O)(=O)NC(C)(C)C)cc2)CC1	-7	-5	1.1	0.9	0.91	11	-4	1	-1	101
CNc1nc2c(C)cccn2c(=O)c1C=Nc1ccc(OC)cc1	5	15	0.9	0.9	1.6	12	5	14	-14	102
N#Cc1ccc(-c2ccc(F)cc2)nc1Oc1ccc(F)cc1	-7	-3	1	0.9	1.3	7	1	-7	7	92
CC(/C=N/n1c(COc2ccccc2)n[nH]c1=S)=C\c1ccccc1	-4	-7	1.1	0.7	0.74	34	9	7	-7	97
COc1cccc(-c2nc(Cc3ccc(OC)c(OC)c3)no2)c1	15	-10	1.1	0.8	1.8	22	3	-17	17	103
CCOC(=O)C1=C(c2ccccc2)OC(N)=C(C#N)C1c1ccncc1 (stereo unspecified)	13	-3	1	1	1.1	0	7	10	-11	83
CCCC(c1nnnn1Cc1cccs1)N1CCN(C2CCCC2)CC1 (stereo unspecified)	3	-1	1	1	0.81	2	-2	-11	11	99
CC(C)(C)c1cc(CN2CCN(CCC#N)CC2)cc(C(C)(C)C)c1O	3	3	1	0.9	1.1	13	8	10	-10	96
Cc1cc(NS(=O)(=O)c2cccs2)no1	4	-9	1.1	0.9	0.94	5	3	-13	13	99
CCN(CC)S(=O)(=O)c1ccc(-c2nnc3sc4cccc(C)c4n23)cc1	5	-4	1	0.9	0.7	14	2	0	0	96
CCOc1c(OC)cc(C2C(C#N)=C(N)Oc3n[nH]c(-c4ccncc4)c32)cc1OC (stereo unspecified)	-8	-8	1.1	0.8	1.1	18	6	-10	10	94
Cc1cc(=O)[nH]c2n[nH]c(-c3ccccc3)c12	3	3	1	0.8	2	19	4	-8	8	117
COc1ccccc1C1C(C(N)=O)=C(C)Nc2ncnn21 (stereo unspecified)	-3	-2	1	1	1.1	2	7	14	-14	99
O=C(Nc1ccc(-c2cn3ccccc3n2)cc1)c1cccs1	-5	73*	0.3	1.3	2.2	-26	-3	-136	136*	134*
CC(=O)Nc1c(Br)cc(N2C(=O)CCC2=O)cc1Br	5	-6	1.1	1	1.2	-3	4	-4	4	102
Cc1ccc(NC(=S)NCc2cccn2C)cc1	-1	2	1	1.1	1	-12	7	-23	23	99
COc1cc(C=O)ccc1OCc1ccc(Cl)nc1	1	59*	0.4	1.1	.	-11	7	-63	63	136*
O=C(CN1CCOCC1)Nc1ncc(Br)cc1Br	7	-4	1	1	0.98	2	4	0	0	90
CC(=O)c1c(C)[nH]c(C(=O)NC2CCCCC2)c1C	-5	-8	1.1	0.9	1.4	7	5	-6	6	109
Cc1oc2c(cc(NS(=O)(=O)c3cccs3)c3ccccc32)c1C(=O)OC(C)C	-3	-2	1	0.8	1.1	19	13	-40	40	102
O=C1Nc2ccccc2C1=Nc1ccc(-c2nnc3n2CCCCC3)cc1	-22	-7	1.1	0.9	0.91	8	9	-15	15	102
C=CCn1c(SCC(=O)c2[nH]c(C)c(C(=O)OCC)c2C)nc2scc(-c3ccc(OC)cc3)c2c1=O	-4	-2	1	1	1	1	-3	60*	-60	104
CCN(C(=O)c1c(N)cnn1C)c1ccccc1	17	-8	1.1	1	1.1	4	0	12	-12	102
Cc1cc(C)c(S(=O)(=O)N2CCC(C(=O)NCc3ccco3)CC2)c(C)c1	-17	-4	1	0.8	1.4	15	8	-9	9	99
Cc1ccc(Cl)cc1N1CCN(C(c2cccnc2)c2nnnn2C2CCCCC2)CC1 (stereo unspecified)	5	-7	1.1	0.8	0.86	22	-3	-1	1	97
O=C(Nc1ccc(Cl)cc1)Nc1ccc(N2CCOCC2)cc1	5	-2	1	0.9	1.6	14	4	-5	5	100
COCCCNC(=O)CC1C(=O)N(Cc2ccccc2)C(C)c2nc3ccccc3n21 (stereo unspecified)	-11	-5	1.1	1	1.1	1	6	-16	17	102
CCOC(=O)C1CCN(C(=O)c2ccccc2NC(=O)c2ccc(Cl)cc2)CC1	6	-4	1	0.9	0.96	12	1	-2	2	98
CC(=O)N1CCC(N(C(=O)Nc2c(F)cccc2F)C(C)C)CC1	-8	2	1	1	0.95	-3	0	-11	11	110
CCOC(=O)c1ccc(COC(=O)c2cc3ccccc3oc2=O)o1	-9	0	1	0.9	1.7	12	-8	-9	9	105
CC1CC(C)CN(C(=O)C(NS(=O)(=O)c2ccc3c(c2)oc(=O)n3C)C(C)C)C1 (stereo unspecified)	13	-6	1.1	0.8	1.4	20	3	-11	11	103
O=C(O)c1ccc2c(c1)C(=O)N(c1ccccc1-c1ccccc1)C2=O	-16	-3	1	1.2	1	-16	9	-8	8	102
COc1ccccc1N1C(=O)CC(Sc2nccc(C)n2)C1=O (stereo unspecified)	-11	-6	1.1	1.1	1.1	-11	11	0	0	91
COc1ccc(NS(=O)(=O)c2cccc(NC(=O)CCC(=O)c3cccs3)c2)cc1	-2	-7	1.1	0.7	0.78	31	-3	9	-9	95
COc1ccc2[nH]c(C(=O)O)c(NS(=O)(=O)c3ccc(OC)c(OC)c3)c2c1	2	-4	1	0.9	1.1	10	4	-5	5	107
COc1ccccc1NC(=O)CSc1nnc(C)n1Cc1ccccc1	0	-2	1	0.9	1.4	9	13	-5	5	89
More structures.
SMILES	TLR4 MyD88 comp	FLuc inh counter	FLuc act counter	Diaph act CS	NF-kB neuron act	Diaphorase inh	G6PDH counter	APP 5UTR inh	APP 5'UTR act	STAT1 activator
NS(=O)(=O)c1ccc(N/N=C/c2ccccn2)c([N+](=O)[O-])c1	-11	-2	1	1	0.91	2	-7	2	-2	104
CCCC1(C)SC(NC(C)=O)=NN1C(C)=O (stereo unspecified)	5	-3	1	1	1.1	-3	-2	1	-1	91
O=C(Nc1ccc(F)cc1F)c1ccccc1-c1ccccc1	-4	-4	1	0.8	1.3	22	-7	0	0	95
Cc1ccc(C(=O)NCCSc2ccc(Cl)cc2)cc1[N+](=O)[O-]	-4	-4	1	0.9	0.95	13	1	-1	1	105
O=C(CNc1ccc(C(F)(F)F)cc1[N+](=O)[O-])OCC(=O)c1ccccc1	-2	3	1	0.9	1.1	15	11	2	-2	103
S=C(NCCCn1ccnc1)Nc1ccc(Cl)cc1Cl	2	-7	1.1	1	1	3	-6	-14	14	93
Cc1cccc(N2CCN(C(=O)c3ccc4c(c3)OCCO4)CC2)c1C	2	-3	1	0.9	1	14	-6	19	-19	101
CCCOc1c(Br)cc(C(=O)NCC)cc1OC	0	-3	1	1	1.1	-2	4	-22	22	97
CN1C(=O)c2ccccc2Sc2ccc(NC(=O)N3CCCC3)cc21	-14	-9	1.1	1	1.2	1	2	-6	6	99
O=C(NCc1ccccc1)Nc1cccn(Cc2ccccc2F)c1=O	4	24	0.8	0.9	1.1	14	4	.	.	108
N#C/C(=C\c1ccc([N+](=O)[O-])o1)c1nc2ccccc2[nH]1	10	-6	1.1	0.9	1.5	8	-23	97*	-97	84
Cc1cccc(C)c1OCC(=O)Nc1cccc(-c2nnc(-c3ccccc3)o2)c1	7	2	1	0.7	0.6	35	0	-4	4	106
CCC(=O)c1ccc(-c2ccccc2)cc1	5	9	0.9	0.9	1.3	10	-8	-17	17	101
c1ccc(Cc2nnc3n2N=C(c2ccccc2)CS3)cc1	6	1	1	0.8	1.1	16	11	-1	1	97
CS(=O)(=O)N(CCc1ccccc1)CC(=O)N1CCN(Cc2ccccc2)CC1	17	-3	1	0.9	1.1	6	7	-9	.	91
O=C(CN(Cc1ccco1)C(=O)c1ccc(Cl)cc1)Nc1ccc(Cl)c(Cl)c1	-4	-2	1	0.9	1.1	6	2	-1	1	103
Clc1ccc(-c2ccc(/C=N/Nc3cc(N4CCOCC4)nc(N4CCOCC4)n3)o2)cc1	-38	-9	1.1	0.7	0.33	29	9	-4	4	92
O=C(NCCCl)NNc1c(Cl)cc(Cl)cc1Cl	-13	-2	1	0.9	0.91	9	5	-17	17	95

A different layout for part of the listing above:
Each structure is followed by: TLR4 MyD88 comp, FLuc inh counter, FLuc act counter, Diaph act CS, NF-kB neuron act, Diaphorase inh, G6PDH counter, APP 5UTR inh, APP 5'UTR act, STAT1 activator
O=C(Nc1ccc(F)cc1F)c1ccccc1-c1ccccc1
 : -4, -4, 1, 0.8, 1.3, 22, -7, 0, 0, 95
Cc1cc(NS(=O)(=O)c2cccs2)no1
 : 4, -9, 1.1, 0.9, 0.94, 5, 3, -13, 13, 99
O=C(CN1CCOCC1)Nc1ncc(Br)cc1Br
 : 7, -4, 1, 1, 0.98, 2, 4, 0, 0, 90
c1ccc(Cc2nnc3n2N=C(c2ccccc2)CS3)cc1
 : 6, 1, 1, 0.8, 1.1, 16, 11, -1, 1, 97
Clc1ccc(-c2ccc(/C=N/Nc3cc(N4CCOCC4)nc(N4CCOCC4)n3)o2)cc1
 : -38, -9, 1.1, 0.7, 0.33, 29, 9, -4, 4, 92
O=C(Nc1ccc2c(c1)OCCO2)C1CCN(C(=O)c2ccc(Br)cc2)CC1
 : -9, -9, 1.1, 1.1, 1.6, -8, 9, -9, 9, 114

Screening data: PubChem, several laboratories
